# Source: PubChem BioAssay
# NPYLR7 agonist – activates Aedes aegypti NPYLR7 receptor; HEK293T NPYLR7/Galpha15, GCaMP6s calcium fluorescence; activation, % at 10 µM; 270,000 compounds, 0.15% hits; in the data active means activation above about 40%;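 further: 0% = vehicle and 100% = reference agonist at the receptor; some compounds past the cut are filed as inactive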
# hcGAS inh – human cGAS inhibition. Q8N884. inhibition, % at 12.5 µM. recombinant h-cGAS, ATP depletion, Kinase-Glo luminescence. 290,000 compounds, 0.081% hits;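 further: 0% = vehicle reaction and 100% = reaction without DNA for no activity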
# Target sequence (Q8N884 whole entry, looked up): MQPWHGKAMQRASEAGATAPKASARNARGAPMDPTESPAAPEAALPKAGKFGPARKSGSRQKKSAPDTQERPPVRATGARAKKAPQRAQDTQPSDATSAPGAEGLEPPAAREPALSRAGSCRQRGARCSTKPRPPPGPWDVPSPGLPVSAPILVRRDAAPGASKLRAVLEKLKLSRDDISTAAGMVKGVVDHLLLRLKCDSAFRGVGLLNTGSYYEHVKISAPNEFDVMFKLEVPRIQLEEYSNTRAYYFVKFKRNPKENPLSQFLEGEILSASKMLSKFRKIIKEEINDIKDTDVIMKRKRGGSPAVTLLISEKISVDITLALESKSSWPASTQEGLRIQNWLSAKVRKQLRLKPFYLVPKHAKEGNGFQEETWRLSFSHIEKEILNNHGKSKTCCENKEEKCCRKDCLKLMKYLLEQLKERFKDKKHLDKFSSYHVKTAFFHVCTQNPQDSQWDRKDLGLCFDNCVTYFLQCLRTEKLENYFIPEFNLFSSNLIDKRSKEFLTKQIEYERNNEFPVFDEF
# mcGAS lum – blocks mouse cGAS activity | Q8C6L5 | recombinant cGAS, Kinase-Glo ATP depletion luminescence | AID 1259399 | 160,000 compounds, 0.15% hits | inhibition, % at 12.5 µM;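 further: 0% = negative control wells and 100% = reference inhibitor with no enzyme activity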
# An asterisk follows results filed as active; x = not tested or not shown; & = joins results of further samples. Unless noted, no stated cut-off is given here; in the data, active means inhibition above about 40%; inactive means the rest.
cpd	smiles	NPYLR7 agonist	mcGAS lum	hcGAS inh
1	Cc1ccsc1CN(Cc1ccccn1)Cc1cccc2c1OCO2	3	x	-6
2	CC(C)(C)NC(=O)NC(=O)COC(=O)CCC1CCCC1	-10	x	-8
3	CC1(C)O[C@@H]2C[C@@](OCc3ccc(F)cc3)(C(=O)NC3CC3)CC(OCc3ccccc3F)[C@@H]2O1 (stereo not given in full)	17	-6	-4
4	N#CC(=C(O)CSc1ccccn1)c1nc2ccccc2s1	8	x	2
5	CCc1noc(C)c1C(=O)OCC(=O)c1cc(C)n(C)c1C	2	x	-8
6	COc1ccc(Cl)cc1NC(=O)CCC1CCCN(C(=O)c2cn3ccccc3n2)C1 (stereo not given)	0	-3	-2
7	O=S1(=O)N(Cc2ccccc2)C[C@@H](O)[C@]12CCN(c1ccccn1)C2	5	-1	-2
8	C=CCC(=O)Nc1c(C)cnn1C(CC)CC	5	-14	-3
9	Cc1noc(C)c1S(=O)(=O)NC(=O)C1(C)CCN1C(=O)c1ccccc1CCc1ccccc1 (stereo not given)	9	x	0
10	Cc1ccc(C(=O)N(C)CC(=O)N(C)C)c(C)c1	6	x	-10
11	COc1ccccc1C(C)NC(=O)c1[nH]c2c(c1C)C(=O)CCC2 (stereo not given)	0	x	1
12	COc1ccc(CN(C)CC2(CO)CCOCC2)c(C)c1C	6	x	-3
13	CCc1ccccc1Nc1nc(-c2c(C)nc3cc(C)ccn23)cs1	-14	-8	-2
14	COC(=O)C1CCCN1S(C)(=O)=O (stereo not given)	15	x	1
15	O=C(Cn1cnnn1)NC(COc1ccccc1)c1ccccc1 (stereo not given)	3	x	4

cpd	smiles	NPYLR7 agonist	mcGAS lum	hcGAS inh
16	COCC(NC1CCSCC1)c1ccnn1C (stereo not given)	0	-19	-3
17	COc1ccc(CC2CN(Cc3cccn3-c3ncccn3)CCO2)cc1 (stereo not given)	-3	-2	0
18	c1ccc(Nc2nc(N3CCOCC3)nc3c2cnn3-c2ccccc2)cc1	1	-7	-4
19	COc1cccc(N(C(=O)c2cccc(Cl)c2C)C2=NCCS2)c1	0	x	-3
20	O=C(CCS(=O)(=O)c1cccs1)NC1CCCCCC1	0	x	0
21	Cn1ccnc1SCC(=O)c1cc2ccccc2oc1=O	3&-1	5	-5&4
22	CCCCc1ccc(C(=O)N2CCSC2c2cccc(Cl)c2)cc1 (stereo not given)	24	-5	-8
23	COC(C)c1cccc(-c2nc(N)nc3[nH]ncc23)c1 (stereo not given)	10	x	-1
24	CCOC(=O)c1ccc(NC(=O)N2CCSC2c2ccc3c(c2)OCCO3)cc1 (stereo not given)	-2	1	2
25	CC(=O)Oc1c(-c2ccc(NC(=O)c3cccc(Cl)c3)cc2)c(-c2ccc(C)cc2)nn1-c1ccc(F)cc1	0	-3	-2
26	CCCCCCCCCn1c(N2CCC(C(N)=O)CC2)nc2c1c(=O)[nH]c(=O)n2C	-1	-5	-8
27	CCC(C(=O)Nc1ccc(-n2nc(OCC(C)C)nc2-c2ccccc2F)cc1)c1ccccc1 (stereo not given)	2	-3	-4
28	CN(C)c1ccc(C2C3C(=O)CCCC3=Nc3ncnn32)cc1 (stereo not given)	6	x	-6
29	CC(C)(C)c1nn2cnnc2n(/N=C\c2cccc3ccccc23)c1=O	-1	x	-7
30	CN(C)C(=O)CCNC(=O)C1CC(c2ccc(F)cc2)=NO1 (stereo not given)	-2	-5	-4

cpd	smiles	NPYLR7 agonist	mcGAS lum	hcGAS inh
31	O=C(C=Cc1ccco1)Nc1sc2c(c1C(=O)O)CCCC2	-4	x	-5
32	Cc1ccc(N2C(=O)c3cccc4c(N5CCCCC5)ccc(c34)C2=O)cc1	-13	2	4
33	Cc1cccc(C(=O)N2CCN(c3ccc(C)c(Cl)c3)C(=O)C2C)c1 (stereo not given)	-1	-3	-4
34	CC/C=C\CCCN1CCN(c2ncc(C)c(N)n2)CC1	0	x	-4
35	NC(=O)c1cccc(CC2CCN(C(=O)CCN3CCCCCC3=O)C2)c1 (stereo not given)	15	-15	-3
36	CCCOc1c(Br)cc(C(N)=O)cc1OCC	8	x	-8
37	NC(=O)C1CN(C(=O)CN2CCN(c3nccs3)CC2)c2ccccc2O1 (stereo not given)	0	x	-6
38	S=c1nc[nH]c2ccccc12	0	x	-6
39	CC1(C(=O)NS(=O)(=O)c2ccc(F)cc2F)CCN1C(=O)Cc1cccc2ccccc12 (stereo not given)	-1	x	-10
40	COC1CCCCC1NC(=O)N(C)Cc1ccncc1 (stereo not given)	-7	x	0
41	Cc1ccc(C(=O)Nc2ccc(N3CCN(C(=O)c4oc5ccccc5c4C)CC3)nc2)cc1	12	-3	-4
42	O=S(=O)(c1cccc(Cl)c1Cl)N1CCN(Cc2nc(-c3ccccc3Cl)no2)CC1	-17	x	3
43	CCCCCc1ccc(C(=O)Nc2ccc(-n3nc(OC)nc3-c3cccc(C(F)(F)F)c3)cc2)cc1	x	-4	-9
44	COc1ccc(-c2nc(C)c(-c3ccc(SCC(=O)Nc4nccs4)nn3)s2)cc1	3	x	-4
45	CN1C(=O)NC(c2ccc(F)cc2)C2=C1CN(CC(=O)Nc1ccccc1Cc1ccccc1)C2=O (stereo not given)	0	-6	-7

cpd	smiles	NPYLR7 agonist	mcGAS lum	hcGAS inh
46	COc1ccccc1NC(=O)Cn1c(-n2nc(C)cc2C)nc2c(c1=O)CCCC2	-2	-8	-4
47	CC(C)CC(=O)N1CCN(c2nc(CN3CCN(c4ccccc4Cl)CC3)cc(=O)[nH]2)CC1	7	x	-16
48	C=CC[C@@H]1CC=C[C@@H](C)N1C(=O)Cc1c(C)nc(C)[nH]c1=O	0	x	-7
49	O=C(Cn1cnc2ncccc2c1=O)Nc1ccc(F)c(F)c1	5	x	-4
50	O=C(CCc1ccncc1)N1CCC2(CCCN(Cc3ccc(F)c(F)c3)C2)C1 (stereo not given)	4	x	-1
51	COc1cccc2c1OCCCN(C(=O)c1cc(NC(C)=O)cc3nc(C)n(Cc4ccccc4)c13)C2	6	-13	-7
52	Cc1cc(Cn2ccc3ccn(Cc4ccccc4)c3c2=O)no1	11	x	-8
53	CCN(CC)C(=O)Oc1ccc2c(ccn2Cc2ccc(Cl)cc2)c1NC(=O)c1cc(C(F)(F)F)cc(C(F)(F)F)c1	7	0	-1
54	COCCOc1ncccc1-c1noc([C@@H]2CCCN2)n1	-7	-8	-9
55	CCCCC(=O)Nc1ccc(C)cc1NC(=O)c1cc2ccccn2n1	-1	x	-4
56	CC(Sc1nc2ccccc2s1)C(=O)N/N=C\c1ccccc1Br (stereo not given)	3	-10	-6
57	CS(=O)(=O)Nc1cccc2c1CCCN2CCOc1ccccc1F	-2	x	-4
58	CCCCc1noc(Cn2ccsc2=O)n1	23	x	-6
59	COc1ccc(S(=O)(=O)Nc2ccc(CCNC(=O)NC(C)C)cc2)cc1OC	-1	-3	-5
60	O=C(c1ccc2cccnc2n1)N1CCC2(CCCO2)CC1	9	-12	-5

cpd	smiles	NPYLR7 agonist	mcGAS lum	hcGAS inh
61	Cc1nc2c(c(N(C)C)n1)CN(C(=O)c1cc(C(F)(F)F)cc(C(F)(F)F)c1)CC2	5	-5	-5
62	CC(C)Cn1c(=O)c2c(nc3n2CCCN3c2cccc(Cl)c2)n(C)c1=O	5	-9	-4
63	COc1ccc(C(=O)Oc2cccc3cccnc23)cc1Br	-5	-4	-9
64	CC(C)c1c(O)nc(SCC(=O)O)[nH]c1=O	6	-4	3
65	O=c1c(SCc2ccccc2F)nccn1-c1ccc2c(c1)OCCO2	0	-8	-11
66	Brc1ccc(-c2csc(=NC3CC3)n2N=C2CCCC2)s1	9	-4	2
67	CCS(=O)(=O)N1CCN=C1SCc1cccc(C)c1	3	-7	-6
68	Cc1ccc(-c2noc(C(C)NC3CCSCC3)n2)cc1 (stereo not given)	17	-12	-5
69	CCc1nc2ccc(C(=O)N(C)CCCN(C)C)cn2c1N(C)Cc1cccs1	4	-3	-3
70	C=c1ccc(S(=O)(=O)N2CCCC2)cc1=c1nnc2n1NC(C)=c1ccccc1=2	-19	x	-5
71	CCCCc1ccc(C(=O)N(CCc2ccccc2)C(C)c2nc3ccccc3c(=O)n2-c2ccc(C)c(C)c2)cc1 (stereo not given)	x	-4	-2
72	O=C(C1CCC1)N1CCN(c2cc(Oc3ccc(F)cc3F)ncn2)CC1	-8	0	9
73	CC(O)CC(Sc1ncccc1Cl)C(=O)O (stereo not given)	-2	x	1
74	COc1ccc(-c2nc(NCCNS(=O)(=O)c3ccccc3)c3ccccc3n2)cc1	14	-5	-9
75	CCNC(=O)c1ccc(Cl)cc1NC(=O)c1ccc(F)cc1	5	x	-16

cpd	smiles	NPYLR7 agonist	mcGAS lum	hcGAS inh
76	C#CCOCC(O)CN(CCc1ccccc1)CCc1nc(-c2cc(OC)c(OC)c(OC)c2)no1 (stereo not given)	10	-5	-2
77	Cc1ccccc1C(CNC(=O)c1cnn2ccn(C)c12)N(C)C (stereo not given)	16	x	-8
78	CN(C)c1ccc(C(=O)N2CCCC(c3nccs3)C2)cc1F (stereo not given)	10	x	-9
79	CCC(C)N(Cc1ccsc1)C(=O)CC1=CCNCC1 (stereo not given)	28	-12	-6
80	COc1ccc(Cl)cc1NC(=O)CCC1CCCN(C(=O)CCc2scnc2C)C1 (stereo not given)	3	x	-3
81	COc1ccc(Cl)cc1NC(=O)CCC1CCCN(C(=O)c2cc(C)on2)C1 (stereo not given)	6	-6	-1
82	CC(=O)Nc1ccc(C)c(S(=O)(=O)N2CCCN(Cc3ccc(C(F)(F)F)cc3)CC2)c1	3	x	5
83	O=C1c2ccccc2C(=O)c2cc(S(=O)(=O)Nc3ccccc3F)ccc21	9	-3	8
84	COc1cccc(N2CCN(c3nc(C)c4c(n3)CC(C)CC4=O)CC2)c1 (stereo not given)	-9	x	-3
85	CC[n+]1ccc(C)c2cc(P(=O)(c3ccccc3)c3ccccc3)ccc21	-8	x	-6
86	CS(=O)(=O)NCCn1ccc2ccccc21	3	x	-4
87	Cc1ccc(C(NC(=O)c2cc(C)no2)C(F)(F)F)cc1 (stereo not given)	6&9	-15	-3&-9
88	O=C(Nc1ccc(S(=O)(=O)N2CCCC2)cc1)C1=NN(c2ccccc2)C(=O)CC1	-3	x	-3
89	COc1cccc(Cc2nsc(Oc3cc(C(=O)NCc4ccccn4)ccc3OC)n2)c1	-3	-3	-5
90	Cn1ccnc1COc1ccc(/C=C2/C(=O)Nc3cc(Cl)ccc32)cc1	-6	x	9

# Pulled by structure from above (two):
cpd	smiles	NPYLR7 agonist	mcGAS lum	hcGAS inh
77	Cc1ccccc1C(CNC(=O)c1cnn2ccn(C)c12)N(C)C (stereo not given)	16	x	-8
78	CN(C)c1ccc(C(=O)N2CCCC(c3nccs3)C2)cc1F (stereo not given)	10	x	-9

# Next structures
cpd	smiles	NPYLR7 agonist	mcGAS lum	hcGAS inh
91	CCc1c(C)c(C(=O)N2CCN(c3ccccc3F)CC2)n(Cc2ccc(F)c(F)c2)c1C	-6	-3	5
92	COc1ccc(/C=C2\C(=O)N(c3cccc(C(=O)O)c3)N=C2C)cc1	-2	4	-5
93	CC1=C(C(=O)Nc2ccccc2)C(c2c(F)cccc2F)N(C)C(=O)N1C (stereo not given)	-14	x	-3
94	CCC(=O)NCCc1cc(Br)ccc1F	11	-15	-10
95	CCS(=O)(=O)Oc1cc(CN(Cc2ccco2)C(=O)NC(C)C)ccc1OC	-3	1	3
96	CN(C)C(=NS(=O)(=O)c1ccc(Br)cc1)c1ccc(Cl)cc1	-7	-4	-4
97	O=C(C1CCCC1)N(Cc1cccc(C(F)(F)F)c1)CC1CC(c2ccc(F)cc2F)=NO1 (stereo not given)	0	1	7
98	CC(=O)Nc1ccc(S(=O)(=O)N2CCN(c3nccc(-c4cccc(C(F)(F)F)c4)n3)CC2)cc1Cl	24	-6	-7
99	O=C(CSc1nnc(-c2ccccc2)n1-c1ccccc1)N/N=C\C(Cl)=C\c1ccccc1	-5	x	-2
100	Cc1cc(C)cc(N2CCn3c2nc2c3c(=O)n(Cc3ccc(F)cc3)c(=O)n2C)c1	1	-7	-2
101	CCCC(C)NC(=O)c1cc(Cl)c[nH]1 (stereo not given)	0	x	-2
102	COc1cccc2cc(C(=O)Nc3c(F)cccc3F)c(=O)oc12	5	0	2
103	COc1cc(-c2nc(COC(=O)c3nnn(-c4ccc(C)cc4)c3C)c(C)o2)cc(OC)c1OC	-29	23	1
104	NC(=O)C1=NC2=NS(=O)(=O)c3ccccc3N2N1Cc1ccc(Br)cc1	11	-13	-4
105	Cc1ccc(-c2n[nH]c(=S)n2CC(=O)N2CCOCC2)cc1	-1	x	-3

# Another view of part of the listing above:
63) COc1ccc(C(=O)Oc2cccc3cccnc23)cc1Br
  NPYLR7 agonist: -5 | mcGAS lum: -4 | hcGAS inh: -9

91) CCc1c(C)c(C(=O)N2CCN(c3ccccc3F)CC2)n(Cc2ccc(F)c(F)c2)c1C
  NPYLR7 agonist: -6 | mcGAS lum: -3 | hcGAS inh: 5

23) COC(C)c1cccc(-c2nc(N)nc3[nH]ncc23)c1 (stereo not given)
  NPYLR7 agonist: 10 | mcGAS lum: x | hcGAS inh: -1

# Additional entries.
cpd	smiles	NPYLR7 agonist	mcGAS lum	hcGAS inh
106	CC(=O)N1CCc2nc(C)nc(N(C)CCN3CCOCC3)c2CC1	14	-10	-5
107	CCn1c(CC2CCN(Cc3cnc(-c4ccco4)nc3)CC2)n[nH]c1=O	-2	x	-7
108	COc1cccc(OC)c1OCc1nc(CN(CCN2CCOCC2)C(=O)c2ccccc2F)cs1	x	-4	-3
109	CCn1cc(NC(=O)NCc2ccc(F)cc2)c2ccccc21	3	-8	-5
110	COc1ccc(-c2nn(-c3ccc(C)cc3C)c(OC(C)=O)c2-c2ccc(NC(=O)c3ccc(F)cc3)cc2)c(OC)c1	13	-5	-6
111	CC(C)OC(=O)c1c(NC(=O)c2cc3nc(-c4ccccc4)cc(C(F)(F)F)n3n2)sc2c1CCCC2	-10	-6	-7
112	COc1ccc(N2C(=O)CSC2c2ccccc2NC(=O)CCl)c(OC)c1 (stereo not given)	x	-2	-1

# Rows were taken by chance. Share with any hit: about 0.29%.
